dFosB activator = activators of delta FosB homodimer, primary screen, biochemical, fluorescence polarization, TAMRA-CDK5 oligo, single point; purified delta FosB; percent of positive-control signal above neutral wells; AID 493131, 2011; Protein FosB (Mus musculus), P13346; 340,000 compounds, 0.99% hits; activation, % at 25 µM;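 active = mean activation above about 17%, with every replicate also reaching it, limit read from the data, passing the limit was not always enough; inconclusive = only one of the two conditions met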;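 note: fluorescence polarization rise as delta FosB binds a TAMRA Cdk5 AP-1 oligo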
Target sequence (P13346 whole entry, looked up): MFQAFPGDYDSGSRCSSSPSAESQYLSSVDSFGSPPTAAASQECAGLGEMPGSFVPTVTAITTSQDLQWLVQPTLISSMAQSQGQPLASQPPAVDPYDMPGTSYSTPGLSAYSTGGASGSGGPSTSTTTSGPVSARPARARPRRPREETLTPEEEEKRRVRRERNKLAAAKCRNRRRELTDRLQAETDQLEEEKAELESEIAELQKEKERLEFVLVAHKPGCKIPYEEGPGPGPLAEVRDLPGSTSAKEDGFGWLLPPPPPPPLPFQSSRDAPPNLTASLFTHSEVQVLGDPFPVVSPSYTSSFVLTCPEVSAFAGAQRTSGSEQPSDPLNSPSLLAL
Mot1-301 SUMO = yeast Mot1-301 growth rescue at high temperature, primary screen, SUMOylation pathway inhibitor project, S. cerevisiae, ATP luminescence, 38.5C. 320,000 compounds, 1% hits. S. cerevisiae Mot1-301 growth rescue; percent above DMSO median, 100 means doubled. growth rescue, % at 18.8 µM;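 active = every valid replicate shows activation above 250% relative to neutral control wells; inactive = the rest, any valid replicate at or below 250%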;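 note: OY570 slx delta 5 strain wells were the positive control but not used for scaling; some compounds called inactive have numbers as strong as hits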
Keap1-Nrf2 PPI = Keap1-Nrf2 protein-protein interaction inhibitors, primary screen, biochemical, fluorescence polarization, single point; Kelch-like ECH-associated protein 1 (Homo sapiens), Q14145; 340,000 compounds, 0.15% hits; inhibition, % at 9.4 µM; Keap1 Kelch-Nrf2 peptide fluorescence polarization, 1536-well; in the data active = inhibition above about 12%; inconclusive = no clear call, values can overlap the other calls; inactive = below about 7.3%;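 note: human Keap1 Kelch domain with fluorescein labeled Nrf2 9mer peptide probe; 0% = neutral control wells and 100% = peptide positive control; higher means more block of Keap1 binding to Nrf2 peptide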
NSD2 HMT inh = NSD2 histone methyltransferase inhibitors, primary screen, biochemical, AlphaScreen, single concentration, set 2. Histone-lysine N-methyltransferase NSD2 (Homo sapiens), O96028. NSD2 peptide methylation, 120 min. inhibition, % at 12.5 µM. 310,000 compounds, 0.54% hits. AID 743445, 2014; in the data active = inhibition above about 50%
PvdQ acylase = P. aeruginosa PvdQ acylase inhibitors, primary screen, biochemical, fluorescence, plate reader and imaging, single point | PvdQ acylase [Pseudomonas aeruginosa LESB58] | purified PvdQ acylase | inhibition, % at 10 µM | 340,000 compounds, 0.063% hits; in the data active = inhibition above about 30%, passing the limit was not always enough; inconclusive = no clear call, values can overlap the other calls;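 note: 0% = vehicle neutral wells and 100% = reference inhibitor wells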
Rtt109 HAT inh = inhibitors of C. albicans Rtt109/Vps75 HAT, primary screen, biochemical, ThioGlo CoA-SH fluorescence, plate reader. inhibition, % at 34.9 µM. Histone acetyltransferase RTT109 (Candida albicans (strain SC5314 / ATCC MYA-2876)), …. 330,000 compounds, 0.16% hits. purified Rtt109/Vps75, 4 h;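 active = inhibition of at least 50% in every replicate; inconclusive = best replicate reaches 50% inhibition but some replicates fall short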
CDK5 p35 inh = inhibitors of human CDK5/p35 kinase, primary screen, biochemical, single concentration; Cyclin-dependent kinase 5 (Homo sapiens) + Cyclin-dependent kinase 5 activator 1 (Homo …; Recombinant CDK5/p35, ADP-Glo luminescence, 60 min; inhibition, % at 10 µM; 330,000 compounds, 0.01% hits;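 active = highest replicate inhibition of at least 50% and at least 75% of replicates reaching 50%; inconclusive = only one of the two criteria met; inactive = both criteria failed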;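 note: plate controls were DMSO neutral control for no effect and GW8510 at 10 µM for full effect; many of its hits are not listed in these tables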
Target sequence (Q00535 whole entry, looked up): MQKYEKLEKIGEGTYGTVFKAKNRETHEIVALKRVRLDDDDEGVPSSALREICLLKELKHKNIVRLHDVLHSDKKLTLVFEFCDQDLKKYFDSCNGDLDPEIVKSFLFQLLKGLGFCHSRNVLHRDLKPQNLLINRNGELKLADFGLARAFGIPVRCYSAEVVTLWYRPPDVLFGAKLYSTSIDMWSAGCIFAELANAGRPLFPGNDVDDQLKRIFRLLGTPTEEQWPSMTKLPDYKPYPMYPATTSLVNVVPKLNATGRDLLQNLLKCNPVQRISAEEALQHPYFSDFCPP
Target sequence (Q15078 whole entry, looked up): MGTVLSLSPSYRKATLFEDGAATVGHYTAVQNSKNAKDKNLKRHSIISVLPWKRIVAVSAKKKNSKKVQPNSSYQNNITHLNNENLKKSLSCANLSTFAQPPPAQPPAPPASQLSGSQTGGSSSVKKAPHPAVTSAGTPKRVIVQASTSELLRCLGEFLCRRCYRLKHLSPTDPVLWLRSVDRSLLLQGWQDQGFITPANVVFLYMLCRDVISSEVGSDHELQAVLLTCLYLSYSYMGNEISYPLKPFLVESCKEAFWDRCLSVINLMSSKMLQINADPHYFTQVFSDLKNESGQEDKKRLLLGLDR
C-LANA FP = inhibitors of KSHV C-LANA binding to DNA, primary screen, biochemical, fluorescence polarization, FAM-LBS DNA, MBP-C-LANA, single point. Kaposi's sarcoma herpesvirus LANA C-terminal domain (residues 932-1162) DNA binding. inhibition, % at 9 µM. 340,000 compounds, 0.078% hits;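 active = highest replicate inhibition at or above 60% at 9 µM, even if other replicates fall short; inactive = all replicates below 60% inhibition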;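 note: 0% = neutral control wells and 100% = 4 µM acridine orange control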
RTF Ca sens act = cardiac RTF calcium sensitivity activators, primary screen, biochemical, IANBD-TnC fluorescence, EC20 calcium; 340,000 compounds, 0.24% hits; activation, % at 7.2 µM; IANBD-labeled TnC RTF fluorescence at EC20 calcium; 0% EC20 calcium, 100% full calcium; Troponin I, cardiac muscle (Homo sapiens) + Troponin T, cardiac muscle (Homo sapiens) + …;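 active = activation above the mean over all tested compounds plus 3 SD, cut at about 30% in these data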;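 note: rise in fluorescence read as greater calcium sensitivity of cardiac thin filaments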
PfHsp90 yeast 2 = growth inhibition of PfHsp90-expressing yeast, primary screen, antimalarial PfHsp90 inhibitor project, S. cerevisiae, BacTiter-Glo luminescence, single point, set 2; 310,000 compounds, 0.32% hits; AID 504621, 2011; BacTiter-Glo ATP, 48 h; yeast lacking PDR1 and PDR3 efflux regulators; inhibition, % at 9.4 µM;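 active = every replicate shows inhibition above about 80%, whatever the replicate mean, limit read from the data; inconclusive = mean inhibition reaches the set limit but some replicate falls short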;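 note: 0% = DMSO neutral controls and 100% = 20 µM radicicol positive controls; yeast relying on Plasmodium falciparum Hsp90 in place of its own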
RTF Ca sens inh = cardiac RTF calcium sensitivity inhibitors, primary screen, biochemical, IANBD-TnC fluorescence, EC70 calcium | IANBD-labeled cardiac RTF, Ca2+ fluorescence | 340,000 compounds, 0.12% hits | Troponin I, cardiac muscle (Homo sapiens) + Troponin T, cardiac muscle (Homo sapiens) + … | AID 493244, 2011 | inhibition, % at 7.15 µM;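 active = inhibition above the mean inhibition of all tested compounds plus 3 SD, cut at about 17% in these data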;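 note: assay run at fixed EC70 calcium of 1.6 mM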
* hit, by the source's call; ? = inconclusive; · = not tested or not shown.

Below each SMILES: dFosB activator | Mot1-301 SUMO | Keap1-Nrf2 PPI | NSD2 HMT inh | PvdQ acylase | Rtt109 HAT inh | CDK5 p35 inh | C-LANA FP | RTF Ca sens act | PfHsp90 yeast 2 | RTF Ca sens inh
> O=C(c1ccc(S(=O)(=O)N2CCCC2)cc1)N1CCCCCC1
→ -5 | · | -1 | -1 | -4 | -4 | 0.4 | -0.8 | 1 | -2 | -1
> Cc1ccccc1OCC(=O)OCC(=O)Nc1cc(C(F)(F)F)ccc1N1CCOCC1
→ -4 | 1 | 2 | -3 | -11 | 1 | -1.4 | 0.5 | 0 | 9 | -9
> O=C(Cn1nnc(-c2ccccc2)n1)NCC(=O)Nc1ccc(F)c(F)c1F
→ 0 | -1 | -3 | 0 | -8 | 4 | -1.4 | -2.2 | 2 | · | -6
> CCC(=O)N(CC)C1=C(O)c2ccccc2C(=O)C1=O
→ -12 | -4 | -4 | 17 | -10 | -9 | -1.2 | 1.7 | 2 | · | 0
> O=C(NCCc1ccccc1)c1ccccc1[N+](=O)[O-]
→ 0 | -12 | -2 | 0 | -14 | 0 | 1.1 | -0.4 | -2 | 9 | -2
> COC(=O)c1ccc(CNC(=O)COC(=O)Cc2ccsc2)cc1
→ 0 | 17 | 2 | 1 | 11 | -3 | 1.0 | 3.4 | -1 | 8 | 1
> COC(=O)Nc1ccc2c(c1)N(C(=O)CCN(C)C)c1ccccc1CC2
→ 1 | -14 | -2 | 105* | 2 | -4 | 0.6 | -0.1 | -1 | 22 | 1
> CCC(CC)N1CCN(Cc2nc3ccc([N+](=O)[O-])cc3c(=O)n2-c2ccccc2F)CC1
→ -7 | -8 | -6 | 5 | -11 | 5 | -1.2 | 0.3 | -4 | -1 | -5
> Cc1cc(Nc2nnnn2-c2ccccc2)n(-c2ccccc2)n1
→ -4 | -3 | -2 | 1 | -1 | 16 | 0.4 | 0.6 | -2 | 6 | -3
> COc1cc(=O)[nH]c(=O)n1C(=O)Cc1ccccc1
→ 2 | 62 | -2 | -1 | -1 | 8 | -2.2 | 2.6 | -1 | -1 | -7

Next section; it opens with the 5 that closed the last part.
Below each SMILES: dFosB activator | Mot1-301 SUMO | Keap1-Nrf2 PPI | NSD2 HMT inh | PvdQ acylase | Rtt109 HAT inh | CDK5 p35 inh | C-LANA FP | RTF Ca sens act | PfHsp90 yeast 2 | RTF Ca sens inh
> COC(=O)c1ccc(CNC(=O)COC(=O)Cc2ccsc2)cc1
→ 0 | 17 | 2 | 1 | 11 | -3 | 1.0 | 3.4 | -1 | 8 | 1
> COC(=O)Nc1ccc2c(c1)N(C(=O)CCN(C)C)c1ccccc1CC2
→ 1 | -14 | -2 | 105* | 2 | -4 | 0.6 | -0.1 | -1 | 22 | 1
> CCC(CC)N1CCN(Cc2nc3ccc([N+](=O)[O-])cc3c(=O)n2-c2ccccc2F)CC1
→ -7 | -8 | -6 | 5 | -11 | 5 | -1.2 | 0.3 | -4 | -1 | -5
> Cc1cc(Nc2nnnn2-c2ccccc2)n(-c2ccccc2)n1
→ -4 | -3 | -2 | 1 | -1 | 16 | 0.4 | 0.6 | -2 | 6 | -3
> COc1cc(=O)[nH]c(=O)n1C(=O)Cc1ccccc1
→ 2 | 62 | -2 | -1 | -1 | 8 | -2.2 | 2.6 | -1 | -1 | -7
> CC(C)(C)NS(=O)(=O)c1ccc(CCC(=O)NCc2ccco2)cc1
→ -3 | 17 | -4 | 12 | 1 | 0 | -1.1 | 0.4 | 4 | · | 0
> Cc1ccnc(NC(=O)Nc2cccc(F)c2)n1
→ 1 | 6 | -4 | -3 | -1 | 29 | 0.6 | 0.9 | -4 | -6 | 3
> Cc1nc2ccc(F)cc2cc1C(=O)NCC1CCCO1 (centres undefined)
→ -14 | · | -3 | -2 | -15 | -3 | 3.1 | 0.4 | 8 | -37 | -19
> COc1ccc(/C=C2\SC(=O)NC2=S)cc1OC
→ -17 | 139 | -1 | 7 | -6 | 9 | 0.2 | 7.8 | 20 | -68 | -33
> CNC(=S)N1CCN(c2ccc([N+](=O)[O-])cc2)CC1
→ 4 | -7 | -1 | 12 | -1 | -9 | 2.6 | -1.4 | -1 | 20 | -8
> Cc1onc(-c2c(F)cccc2Cl)c1C(=O)Nc1nc2c(s1)CCCC2
→ -8 | -4 | -3 | 0 | 1 | 10 | -1.8 | -0.4 | -1 | -1 | -17
> O=C(Nc1ccc(-c2cn3ccsc3n2)cc1)c1ccc(F)c(S(=O)(=O)N2CCOCC2)c1
→ 0 | -10 | 3 | 0 | -13 | -15 | -0.2 | -0.6 | -1 | · | -4
> Cc1ccc(C)c(-n2c(-c3csc(C)c3)n[nH]c2=S)c1
→ -4 | 6 | -8 | 15 | 9 | -10 | 4.0 | 1.1 | -3 | -10 | -1
> COc1ccc2cc3cc(C(=O)NC(C)C)oc3nc2c1
→ -27 | -28 | -4 | -7 | -7 | -43 | 1.3 | 0.6 | -4 | 12 | 3
> CC1(C(=O)NNC(=O)C2CCCCC2)CC1(Cl)Cl (centres undefined)
→ -11 | -3 | -6 | -3 | -11 | -5 | 0.3 | 0.6 | -1 | -5 | -2
> Cc1ccc(CN2CCN(/N=C/c3cc(Br)ccc3O)CC2)cc1
→ -6 | 200 | 0 | -1 | 5 | 5 | -0.3 | 1.1 | -10 | · | -3
> CC1(C)CC2(CC(c3ccccc3F)c3ccc(O)c(O)c3O2)NC(=S)N1 (centres undefined)
→ -12 | -6 | -1 | 17 | -12 | 175* | 0.7 | 0.3 | -1 | -1 | -20
> CCOc1ccc(CNC(=O)C2CC(=O)N(C3CCCC3)C2)cc1OC (centres undefined)
→ 2 | -6 | -4 | 0 | -13 | 2 | 1.5 | 1.2 | 1 | 9 | 2
> CC1(C)CC(=O)C(C(O)c2ccccc2)C(C)(C)N1 (centres undefined)
→ -7 | 6 | -7 | -2 | -3 | -2 | -2.9 | 1.2 | -3 | 1 | -4
> Cc1ccc(C)c2[nH]c(=O)c(CCNC(=O)c3ccc(S(=O)(=O)N4CCCC4)cc3)cc12
→ -26 | -3 | 3 | 6 | -14 | -1 | -0.1 | 0.6 | 2 | 50 | -7
> COc1ccc(CNC(=O)C(c2ccc(C)o2)N(Cc2cccs2)C(=O)Cc2cccs2)cc1 (centres undefined)
→ -4 | 18 | 1 | 2 | -4 | 0 | -0.5 | -0.7 | 0 | -57 | -8
> CC(=O)c1ccc(C(=O)NC2CC(C)(C)Cc3c2cnn3-c2ccccc2)cc1 (centres undefined)
→ -6 | 2 | -7 | -2 | -4 | 15 | 2.1 | -3.5 | 2 | 6 | 2
> Cc1ccc2[nH]c(=O)c(CN(Cc3cccnc3)C(=S)NCCCN(C)C)cc2c1
→ -10 | 17 | 0 | 10 | -9 | 7 | 1.2 | 0.2 | -2 | 10 | 6
> CCOc1ccc(-c2nnc3n2N=C(c2ccc(OC)cc2)CS3)cc1
→ -2 | 13 | 0 | -5 | -9 | 6 | -2.5 | 0.4 | 1 | -27 | 0
> COC(=O)c1cn(C(=O)c2ccc(Cl)cc2)c2ccccc12
→ -12 | -16 | -2 | -3 | -17 | -2 | 0.0 | -0.2 | 5 | 14 | -9
> CCC1=Nc2ccccc2-c2nnc(SC)nc2O1
→ 5 | -3 | 3 | 1 | -2 | 17 | 0.9 | -0.3 | -5 | -9 | 0
> Cc1ccc(NC(=O)C(C)Sc2nnc(-c3cccnc3)n2-c2ccccc2)cc1 (centres undefined)
→ -9 | -22 | 0 | 0 | -10 | -2 | 0.2 | 0.6 | 4 | -2 | -7
> N/C(Cc1cccc2ccccc12)=N\OC(=O)Cc1cccs1
→ 3 | 20 | 0 | -1 | -1 | 2 | -0.6 | -3.8 | 1 | -8 | -3
> O=C(NC1CCCCC1)C(c1ccc(F)cc1)N(Cc1ccco1)C(=O)CN1C(=O)c2ccccc2S1(=O)=O (centres undefined)
→ ? | 1 | 0 | 1 | 4 | 5 | 1.0 | -1.0 | -4 | -30 | 5
> O=C(O)c1ccccc1NS(=O)(=O)c1ccc(NN=Cc2ccc(F)cc2)c([N+](=O)[O-])c1
→ -12 | -2 | 3 | -4 | 7 | -5 | -0.3 | 0.6 | 2 | -16 | -2
> Nc1c(C(=O)NCCc2ccccc2)nnn1Cc1ccccc1
→ -5 | 3 | 1 | 0 | 1 | 4 | -1.4 | -1.5 | 2 | · | -2
> CC(=O)C(Sc1nccc(-c2cccs2)n1)C(C)=O
→ 9 | -16 | -3 | -3 | 2 | -7 | -0.1 | -0.6 | 0 | 19 | -5
> CC1CN(C(=O)CCc2cc(C(C)(C)C)c(O)c(C(C)(C)C)c2)CC(C)O1 (centres undefined)
→ -11 | -10 | -6 | -2 | -8 | 0 | -0.9 | 0.1 | -2 | -28 | -3
> O=C(Nc1ccnn1C1CCN(C2CCCCC2)CC1)c1ccccc1
→ -2 | · | -5 | -4 | 10 | 11 | 0.4 | 4.6 | 10 | 2 | -12
> O=C(Nc1ccc2c(c1)OC1(CCCC1)O2)C1CC1
→ -2 | -2 | 6 | 0 | 10 | 7 | 0.3 | -0.8 | -1 | 6 | -8
> O=C(NC1CCCC1)c1cc(-c2ccccc2)nc2ccccc12
→ -6 | -5 | -10 | -5 | -14 | 0 | -1.0 | -1.7 | 0 | 29 | 6
> CSc1ccccc1NC(=O)c1cc(C2CC2)on1
→ -13 | -10 | -5 | · | -8 | -11 | 0.9 | 0.3 | 9 | 17 | -10
